High-throughput results: PubChem BioAssay, National Center for Advancing Translational Sciences (NCATS)
ERG-DNA inh = ERG Ets/DNA interaction inhibition; P11308; fluorescence polarization, His-ERG Ets domain / labelled DNA; Potency, µM (titrated, usually from 76.9 µM), for inactives: at the highest dose FP activity, negative = inhibition, actives largely listed as inhibitors; 0.028% of 370,000 active; AID 624246; active means well fitted inhibition curve with a large enough effect in the polarisation, with a control signal flat; inconclusive means small, poorly fitted or top-dose-only effect, or effect the other way, or a change in a side signal; inactive means no such curve, though single readings can be large or run the other way; the % refers to the polarisation;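 further: polarization taken with two DNA probes labelled with fluorescein and Texas red; potency means the concentration at half of the fitted maximal effect; % of control where 0% means no effect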
Target sequence (P11308 whole entry, looked up, the tested form may be a part): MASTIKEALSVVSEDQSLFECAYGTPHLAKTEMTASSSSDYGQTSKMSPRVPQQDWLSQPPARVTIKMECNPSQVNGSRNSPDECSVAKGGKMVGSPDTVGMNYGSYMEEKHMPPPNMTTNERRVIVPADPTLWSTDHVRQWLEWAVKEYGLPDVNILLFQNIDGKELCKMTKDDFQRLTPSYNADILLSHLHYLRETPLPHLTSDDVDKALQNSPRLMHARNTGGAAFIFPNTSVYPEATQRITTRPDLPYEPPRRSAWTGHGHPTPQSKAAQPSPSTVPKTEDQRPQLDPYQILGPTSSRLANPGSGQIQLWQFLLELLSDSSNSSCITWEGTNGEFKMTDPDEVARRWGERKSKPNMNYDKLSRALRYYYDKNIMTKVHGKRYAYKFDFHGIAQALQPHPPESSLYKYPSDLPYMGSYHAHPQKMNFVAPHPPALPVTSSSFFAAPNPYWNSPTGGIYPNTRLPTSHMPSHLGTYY
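His-tagged ERG Ets domain (1 uM in the protein solution; 300mM KCl, 50mM Tris-HCl, 1mM EDTA, 1mM DTT, pH 7.5) received compound, then a probe mix of 5 nM fluorescein-DNA and 100nM Texas-615-DNA. Fluorescence polarization was read for both dyes.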
G9a inh = G9a (human) methyltransferase inhibition | G9a H3K9 monomethylation, AlphaScreen, 2 h | 8.8% of 350,000 active | Q96KQ7 | Potency, µM (series often up to 102 µM), without a hit: top-dose activity, negative = inhibition, usual class: inhibitors | AID 504332; further: potency means the concentration at half of the fitted maximal effect; on the % scale 0 is the no-effect control and ±100 the full control effect; nearly all actives have a fitted effect of over 75% in size
Target sequence (Q96KQ7 913-1193 limits assumed): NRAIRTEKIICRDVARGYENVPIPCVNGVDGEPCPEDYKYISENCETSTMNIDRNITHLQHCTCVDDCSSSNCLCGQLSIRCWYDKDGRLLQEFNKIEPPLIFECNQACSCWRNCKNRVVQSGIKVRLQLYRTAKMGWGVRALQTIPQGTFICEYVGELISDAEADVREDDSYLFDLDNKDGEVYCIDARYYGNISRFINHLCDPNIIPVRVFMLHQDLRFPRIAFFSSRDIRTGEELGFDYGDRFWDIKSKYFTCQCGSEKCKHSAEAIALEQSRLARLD
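G9a (20 nM) was preincubated 15 min with compound, then reacted 2 h at room temperature with 500 nM biotin-H3K9 peptide and 20 µM SAM. Monomethyl-H3K9 detected by AlphaScreen using anti-H3K9me1 antibody.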
PI4K2A block = inhibitors of human PI4K2A; AID 1346378; 0.13% of 420,000 active; activity change, negative = inhibition, % at 76.9 µM; Q9BTU6; purified PI4K2A, ADP-Glo luminescence, 1 h; stronger effect = lower value; in the data active means activity change below about -50%; inconclusive means mostly about -30% to -49%;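 further: -100% = wells without enzyme as full effect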
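In this quantitative HTS, ADP production by PI4K2A was quantified luminescently after 1 h at ambient temperature; 100 microM adenosine served as plate-quality control.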
12-LOX inh = blocks human arachidonate 12S-lipoxygenase; P18054; purified 12hLO, xylenol orange hydroperoxide absorbance; Potency, µM (titrated, usually from 108 µM), for the others: at the top dose activity change, negative = inhibition, actives largely listed as inhibitors; 1.1% of 580,000 active; further: potency means the concentration at half of the fitted maximal effect; on the % scale 0 is the no-effect control and ±100 the full control effect
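Purified human 12hLO at 150 nM in 25 mM Hepes, 0.01% Triton X-100, pH 7.0, preincubated 15 min at room temperature with compound. Reaction started with 40 uM arachidonic acid, 30 min at room temperature. Hydroperoxide measured by Fe-xylenol orange, 573/405 nm absorbance ratio.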
BAZ2B inh = blocks human BAZ2B; Q9UIF8; AlphaScreen BAZ2B-H3K14Ac peptide displacement; Potency, µM (highest dose often 114 µM), without a hit: at the top dose activity change, negative = inhibition, most hits filed as inhibitors; 4.4% of 360,000 active; AID 504333; further: potency means the concentration at half of the fitted maximal effect; on the % scale 0 is the no-effect control and ±100 the full control effect; nearly all actives have a fitted effect of over 60% in size
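Protein-peptide AlphaScreen: BAZ2B 50 nM, b-H3K14Ac 50 nM, 1x PBS pH 7.4 + 0.01% Tween-20. Preincubation 30 min RT; cpd 30 min RT (top 110 uM); beads 20 min RT, light-protected.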
HP1b chromo inh = HP1-beta chromodomain-methylated histone interaction inhibition | P83916 | AlphaScreen HP1-beta / biotin-H3K9me3 peptide binding | Potency, µM (highest dose often 114 µM), inactives show at the top dose activity change, negative = inhibition, most hits filed as inhibitors | 0.56% of 390,000 active; further: potency means the concentration at half of the fitted maximal effect; nearly all actives have a fitted effect of over 70% in size; inactives centre near 23
Target sequence (P83916 whole entry, looked up): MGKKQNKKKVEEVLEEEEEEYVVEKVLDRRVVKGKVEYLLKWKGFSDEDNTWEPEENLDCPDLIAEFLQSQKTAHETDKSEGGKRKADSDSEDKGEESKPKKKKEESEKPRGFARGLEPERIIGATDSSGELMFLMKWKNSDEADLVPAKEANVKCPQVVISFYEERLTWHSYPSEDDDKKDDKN
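AlphaScreen: HP1-beta (50 nM) preformed 30 min with biotin-H3(1-18)K9me3 peptide (50 nM) in PBS pH 7.4, 0.01% Tween-20. Compound added for 30 min at RT, then streptavidin donor/nickel chelate acceptor beads (10 ug/mL) for 30 min.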
RGS4 inhibitor = human RGS4 inhibition; Potency, µM (highest dose often 114 µM), for the others: at the top dose activity change, negative = inhibition, usual class: inhibitors; Transcreener GDP fluorescence polarization, RGS4-accelerated GTP hydrolysis; 0.039% of 390,000 active; P49798; further: potency means the concentration at half of the fitted maximal effect; on the % scale 0 is the no-effect control and ±100 the full control effect; nearly all actives have a fitted effect of over 75% in size; some results filed as inactive show a strong effect at the top dose
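MLSMR compounds (23 nl, pin-transferred) preincubated 10 min at room temperature with a 500nM (2x) first reagent, then RGS4 at 900nM (2x) plus Transcreener GDP mix added; fluorescence polarization (620/688 nm) read before and after 90 min at 30 °C.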
GLS inhibitor = inhibitors of human glutaminase (GLS) | O94925 | GLS enzymatic activity, qHTS titration | Potency, µM (top dose mostly 45.5 µM), without a hit: at the highest dose activity change, negative = inhibition, hits mostly inhibitors | 0.21% of 410,000 active | AID 624170; further: potency means the concentration at half of the fitted maximal effect; on the % scale 0 is the no-effect control and ±100 the full control effect
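Glutamate formation by hKGA was monitored fluorometrically using coupled glutamate oxidase, HRP and Amplex Red. Substrate was added as 1 mM L-glutamine solution; incubation was 30 min at RT after an initial read.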
JMJD2A Tudor = JMJD2A Tudor domain (human) inhibition; O75164; AlphaScreen JMJD2A-Tudor / H3K4me3 peptide binding; Potency, µM (titrated, usually from 114 µM), inactives show top-dose activity change, negative = inhibition, most hits filed as inhibitors; 4.4% of 390,000 active; further: potency means the concentration at half of the fitted maximal effect; on the % scale 0 is the no-effect control and ±100 the full control effect; nearly all actives have a fitted effect of over 50% in size
Starred values were filed as active, the others as inactive; ? = inconclusive; · = no result given; & = joins results of further samples; [ ] = remark or other dose. Unless noted, the call rests on the fitted dose curve; in most records, active means well fitted curve in the direction sought with a large enough effect; inconclusive means small, poorly fitted or top-dose-only effect, or another doubt; inactive means no such curve, though single readings can be large; an effect the other way counts as inactive or inconclusive. These rows are one share of the data; rates above refer to the full screens.

SMILES	ERG-DNA inh	G9a inh	PI4K2A block	12-LOX inh	BAZ2B inh	HP1b chromo inh	RGS4 inhibitor	GLS inhibitor	JMJD2A Tudor
Cc1ccc(NC(=O)CN2C(=O)C3CC=CCC3C2=O)cc1S(=O)(=O)N1CCOCC1 (stereo unspecified)	2%	-24%	6	0%	·	40%[activator]	0%	-3%	-9%
COc1ccc(CCN=C(N)NS(=O)(=O)c2ccc(C)cc2)cc1OC	-16%	5%	2	-6%	-1%	19%	-13%	0%	-8%
CCOC(=O)CNC(=S)N(Cc1cccs1)C1CCCCC1	·	14%[59 µM]	-4	-16%	3%	34%[activator]	-19%	5%	-7%
O=C(C1CCCN(S(=O)(=O)c2ccc(F)cc2)C1)N1CCCCCC1 (stereo unspecified)	4%	10%	0	12%	-3%	39%	10%	0%	-3%
CCOc1ncccc1C(=O)NCCc1ccc(Cl)cc1	2%	29%	-4	9%	15%	35%	-11%	?	?
N#Cc1c(NC(=O)CSc2nnnn2C2CCCCC2)sc2c1CCCC2	·	5%	-2	6%	-5%	11%	-13%	13%	-14%
COc1ccc(C2=NS(=O)(=O)N(C)C(C(=O)N3CCN(C)CC3)=C2)cc1	-1%	4%	1	-1%&-7%	2%	36%	5%	-7%	-7%
COc1ccc(OC)c(-c2csc(NC(=O)CN3C(=O)C4CCCCC4C3=O)n2)c1 (stereo unspecified)	-9%	50µM*	1	-21%	?	?	24%	-18%	?
Cc1ccc(N(Cc2cccs2)C(=O)COc2ccccc2[N+](=O)[O-])cc1	1%	-24%[59 µM]	-3	-22%	?	18%	2%	7%	-26%
Cc1ccc(Sc2c(C#N)c(-c3ccccc3)nn2C)cc1	-9%	54%[activator][59 µM]	3	-12%	89%[activator]	191%[activator]	7%	4%	133%[activator]
COc1cc(-c2nc3ccccn3c2/N=C/c2ccc(F)cc2)ccc1O	-1%	35µM*	2	-29%	?	?	5%	-3%	?
O=C(NC1CCSc2ccccc21)c1cccc(Br)c1 (stereo unspecified)	9%	·	-3	-2%	-8%	26%	6%	-7%	-2%
COC(C/C=C\[C@H](O)COCc1ccccc1)OC	2%	·	0	9%	·	44%[activator]	-1%	-5%	-4%
COc1ccc(C(=O)NCc2ccc(N3CCN(C)CC3)cc2)cc1	-5%	?	1	·	-15%	-10%	2%	1%	-15%
O=C(O)c1cc(-c2ccc(/C=C3/SC(=S)N(Cc4ccccc4)C3=O)o2)ccc1Cl	?	13µM*	4	13µM*	?	?	-47%	0%	56µM*
COc1ccc(N2CCN(C(=O)C(=O)c3c[nH]c4ccccc34)CC2)cc1	1%	45µM*	7	?	?	-9%[57 µM]	16%	5%	?
CC(=O)N(Nc1ccccc1)c1ccccc1	11%	-10%[2.33 µM]	-1	1%	7%	21%	-4%	36%[activator]	0%
Cc1nn(CCOc2cccc(Br)c2)c(C)c1[N+](=O)[O-]	6%	13%	4	-7%	0%	12%	-19%	0%	3%
Cc1ccc(S(=O)(=O)N2CCCCC2)cc1NC(=O)C1CC(=O)N(c2ccc3c(c2)OCCO3)C1 (stereo unspecified)	?	-46%	-2	-4%	-4%	36%[activator]	-19%	0%	-14%
COc1cccc(-c2cc(C(=O)NCc3ccco3)no2)c1	0%	?	-3	-14%	5%	18%	-6%	-11%	-17%
O=C(CCc1nc2ccccc2c(=O)[nH]1)Nc1ccc(N2CCCCC2)cc1	-12%	-40%	-4	0%	?	5%	4%	9%	-9%
O=C(CSc1nnnn1-c1cccc(F)c1)Nc1nc2ccccc2s1	-5%	-16%[59 µM]	-11	21%	-4%	25%	-31%	-1%	-15%
CCCCCn1c(C)c2c(OCC)cccc(=O)c2c1C	-8%	-44%	3	?	?	0%	-40%	-4%	-24%
COC(=O)c1ccc(CSc2nc3c([nH]c4ccccc43)c(=O)n2-c2cc(C)cc(C)c2)o1	-12%	21%[59 µM]	-1	-23%	5%	42%[57 µM]	-18%	4%	2%
CC1(C)OC(=O)C(=CNC(CO)C(=O)O)C(=O)O1 (stereo unspecified)	6%	-29%	1	-10%	·	57%[activator]	-15%	5%	-2%

(further entries)
SMILES	ERG-DNA inh	G9a inh	PI4K2A block	12-LOX inh	BAZ2B inh	HP1b chromo inh	RGS4 inhibitor	GLS inhibitor	JMJD2A Tudor
Cc1ccc(NC(=O)Cn2nnc3sc4c(c3c2=O)CCC(C)C4)cc1 (stereo unspecified)	-1%	-5%[59 µM]	-2	-21%	-4%	33%	23%	-12%	-13%
O=C(NNC(=O)c1ccccc1O)c1ccc(Br)cc1	-2%	30%[0.501 µM]	0	?	26%	38%	-4%	11%	-11%
c1coc(CNc2nc3ccccc3s2)c1	?	17%[2.33 µM]	-5	0%	-14%	6%	-5%	0%	-19%
C[C@H](CO)N1C[C@H](C)[C@@H](CN(C)Cc2ccc(C(=O)O)cc2)Oc2c(NC(=O)c3ccncc3)cccc2C1=O	-16%	·	-1	2%	·	38%	20%	9%	-21%
CCOC(=O)C1(CC2CCCCO2)CCN(S(=O)(=O)c2ccc(OC)cc2)CC1 (stereo unspecified)	-20%	3%	-3	-2%	15%	52%[activator]	-14%	-2%	-15%
Cc1ccc(CSCC(=O)N/N=C/c2ccc(OCC(=O)Nc3ccc(C)cc3)cc2)cc1	7%	18µM*	-5	0%	?	1%	-14%	-5%	?
COc1ccc2c(c1)nc(CN1CCN(CCO)CC1)n2C	1%	64%[activator]	-7	2%	-34%	22%	11%	1%	-24%
Cn1cc([N+](=O)[O-])c(C(=O)Nc2cc(Oc3ccccc3)cc([N+](=O)[O-])c2)n1	-3%	-22%[59 µM]	-2	-21%	?	7%	-15%	4%	-18%
COc1ccc(N(C(=O)CCl)C(C(=O)NCCc2ccccc2)c2cccs2)cc1 (stereo unspecified)	·	14%[59 µM]	47	0%	-3%	22%	-5%	3%	-20%
O=C(Nc1ccc2c(c1)C(=O)N(CC1CCCO1)C2=O)c1cccc(Br)c1 (stereo unspecified)	8%	5%[59 µM]	2	3%	3%	13%	-17%	·	?
CN(Cc1ccccc1)C(=O)COC(=O)/C=C/c1ccco1	-13%	35µM*	-2	-9%	·	?	-21%	70%[activator]	?
COc1cccc(-c2nnc(SCC(=O)OC(C)C)n2Cc2ccco2)c1	-7%	40µM*	7	1%	-4%	-13%	-15%[11.4 µM]	?	-29%[11.4 µM]
Cc1cc(C)cc(NC(=O)Cn2c(=O)oc3cc(S(=O)(=O)N4CCC(C)CC4)ccc32)c1	2%	6%	-16	-29%	1%	53%[activator]	-9%	3%	-13%
O=C(O)c1ccc(NC(=O)C2CC=CCC2C(=O)O)cc1 (stereo unspecified)	-1%	-16%	-2	?	12%	20%	-29%	0%	?
Cc1ccc(C(=O)NCc2ccccc2CN2CCCC2)cc1S(=O)(=O)N1CCOCC1	2%[15.4 µM]	25%[12.7 µM]	0	46%	-2%	28%	-1%	15%	-9%
O=C(O)CN(c1ccccc1F)S(=O)(=O)c1ccccc1	-3%	13%[59 µM]	0	0%	10%	25%	-20%	-2%	-11%
CCOn1c(=O)c(=O)n(OCc2ccccc2)c2ccccc21	-7%	-2%[59 µM]	-3	0%	-3%	30%	4%	?	1%
COc1ccc(C(=O)c2coc3c2C(=O)C(=O)c2ccccc2-3)cc1	5%	·	-8	?	25µM*	?	?	0%	?
CCc1ccc(C2c3[nH]c4ccccc4c3CCN2C(=O)c2cc(C)nn2C)cc1 (stereo unspecified)	-15%	16µM*	-2	-18%	?	-9%	-10%	2%	?
CC(C)CN1CCN(C(=O)CCc2nnc(Cc3c[nH]c4ccccc34)o2)[C@@H](C)C1=O	-5%	?	3	3%	-31%	33%	12%	5%	-22%
CCc1ccccc1NC(=O)c1nnn(-c2ccc(F)cc2)c1C	?	11%[59 µM]	-1	-23%	50%[activator]	76%[activator]	1%	-6%	20%
CCCCNC(=O)c1onc(CSc2ccccc2C)c1C(=O)O	3%	0%[0.501 µM]	4	-4%	?	41%[activator]	1%	11%	-9%
CCCCCC(=O)Nc1cccc(S(=O)(=O)NC2=NCCC2)c1	·	15%[12.7 µM]	-1	170%[activator]	10%	23%	9%	7%	1%
COc1cc(NC(=O)c2ccccc2-c2ccccc2)cc(OC)c1	-1%	0%	-6	-12%	10%	13%	-3%	4%	-7%
COc1ccc(NC(=O)c2cc3c(=O)n(C)c4ccccc4c3s2)cc1OC	7%	-29%	-1	-3%	-1%	3%	14%	0%	?
O=C(c1ccccc1)N1CCN(c2ccc([N+](=O)[O-])c(N3CCOCC3)c2)CC1	5%	?	-8	-14%	-28%	0%	13%	4%	-29%
COc1ccc(Nc2nnc(SCC(=O)N3CC(=O)Nc4ccccc43)s2)cc1	11%	·	-3	?	-17%	15%	-21%	-1%	-17%

Record cards (already shown). Order of screens: ERG-DNA inh, G9a inh, PI4K2A block, 12-LOX inh, BAZ2B inh, HP1b chromo inh, RGS4 inhibitor, GLS inhibitor, JMJD2A Tudor
Shown for Cn1cc([N+](=O)[O-])c(C(=O)Nc2cc(Oc3ccccc3)cc([N+](=O)[O-])c2)n1 : -3%, -22%[59 µM], -2, -21%, ?, 7%, -15%, 4%, -18%
Shown for c1coc(CNc2nc3ccccc3s2)c1 : ?, 17%[2.33 µM], -5, 0%, -14%, 6%, -5%, 0%, -19%
Shown for COc1ccc(NC(=O)c2cc3c(=O)n(C)c4ccccc4c3s2)cc1OC : 7%, -29%, -1, -3%, -1%, 3%, 14%, 0%, ?
Shown for COc1ccc(C(=O)c2coc3c2C(=O)C(=O)c2ccccc2-3)cc1 : 5%, ·, -8, ?, 25µM*, ?, ?, 0%, ?
